KB-3-1 cytotox = KB-3-1 parental cell cytotoxicity | KB-3-1 viability, CellTiter-Glo ATP luminescence, 72 h | Potency, µM (doses to about 46.1 µM), inactives show at the top dose activity change, negative = cytotoxic, actives largely listed as cytotoxic | 400,000 tested, 1.4% active | AID 1347075; also: potency is read from the fitted curve at half-maximal effect; % is scaled to controls: 0 for no effect and ±100 for the full control effect; nearly all actives have a fitted effect of over 60% in size
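Luminescent ATP read-out (CellTiter-Glo) measures survival of drug-naive KB-3-1 cells after 72 h compound exposure at 37 °C. Titration series was screened from lowest to highest concentration, with DMSO vehicle plates as background controls.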
SW480 rerep = DNA re-replication induction in SW480 cells; Potency, µM (top dose mostly 46.1 µM), inactives show at the top dose re-replication activation, most hits filed as activators; 340,000 tested, 1.8% active; SW480 DNA re-replication, Hoechst DNA content imaging, 48 h; AID 624297; also: potency is read from the fitted curve at half-maximal effect; % of control where 0% means no effect; nearly all actives have a fitted effect of over 55% in size
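Image-based read-out: total Hoechst fluorescence of nuclei (405 nm excitation, 500-530 nm emission), with hits raising the fraction of high-intensity nuclei. SW480 colon cells incubated 48 hr with compounds at 37 C.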
IL-1B inflam inh = blocks inflammasome-driven IL-1 beta release. 360,000 tested, 4.7% active. activity change, % at 57.5 µM. THP-1 LPS/ATP IL-1B secretion, AlphaLISA, 16 h; active compounds read low; in the data active = activity change below about -50%; inconclusive = mostly about -30% to -49%; also: % is scaled to controls: 0 for no effect and ±100 for the full control effect
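Secreted IL-1B measured by AlphaLISA bead assay after 16 h compound exposure of THP-1 cells; compounds (final up to 57.5 uM) added 1 h before LPS (250 ng/mL) and ATP (1.25 mM) stimulation; lower signal means less secretion.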
HT1080-NT tox = kills 2HG-producing HT-1080-NT fibrosarcoma cells; HT-1080-NT fibrosarcoma viability, CellTiter-Glo ATP luminescence, 48 h; Potency, µM (highest dose often 46.1 µM), for inactives: at the top dose activity, negative = less viability, most hits filed as cytotoxic; 360,000 tested, 1.6% active;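 also: NT is the 2HG producing partner of a matched IDH1 knockdown line; potency is read from the fitted curve at half-maximal effect; 0% = DMSO-treated cells and -100% = media-only wells without cells; nearly all actives have a fitted effect of over 55% in size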
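Compounds were tested in concentration-response format on HT-1080-NT cells for 48 hours at 37 degrees C. Cell viability came from CellTiter-Glo luminescence; curves were classified by r2, response magnitude and activity.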
KB-V1 MDR tox = KB-V1 MDR subline cytotoxicity; 400,000 tested, 3.4% active; Potency, µM (titrated, usually from 46.1 µM), without a hit: at the top dose activity change, negative = cytotoxicity, usual class: cytotoxic; KB-V1 MDR cells viability, CellTiter-Glo, 72 h; AID 1347076; also: potency is read from the fitted curve at half-maximal effect; % is scaled to controls: 0 for no effect and ±100 for the full control effect; nearly all actives have a fitted effect of over 60% in size
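KB-V1 MDR subline cells in DMEM (phenol-red free, 10% FBS) exposed to compounds in qHTS concentration series for 72 h at 37 degrees C. Viability read by CellTiter-Glo luminescence; concentration-effect curves fitted after normalization and correction.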
S2 tox = reduces viability in counter-screen for ATXN expression inhibitors | Potency, µM (highest dose often 56.7 µM), actives largely listed as cytotoxic | S2 cells (HEK-293 line with an ATXN2-luciferase reporter) viability, CellTiter-Fluor protease fluorescence, 24 h | 400,000 tested, 0.49% active; also: potency is read from the fitted curve at half-maximal effect; nearly all actives have a fitted effect of over 40% in size
HT1080 IDH1KD tx = HT-1080 IDH1 knockdown cell toxicity (counter line); HT-1080 IDH1 knockdown viability, ATP luminescence, 48 h; Potency, µM (top dose mostly 46.1 µM), for the others: at the top dose activity, negative = toxicity, actives largely listed as cytotoxic; 360,000 tested, 2% active; AID 686971;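 also: potency is read from the fitted curve at half-maximal effect; 0% = DMSO wells and -100% = cell-free medium wells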
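Cytotoxicity counter-line: IDH1KD HT-1080, 48 h, CellTiter-Glo. Curves classed by r2, magnitude and activity.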
MCF10A rereplic = induces DNA re-replication in MCF 10a normal breast cells | AID 624296 | 350,000 tested, 2.9% active | Potency, µM (series often up to 46.1 µM), for the others: at the highest dose activity, positive = re-replication, usual class: activators | MCF 10A DNA re-replication, Hoechst nuclear intensity, 48 h; also: potency is read from the fitted curve at half-maximal effect; % of control where 0% means no effect; nearly all actives have a fitted effect of over 50% in size
ATXN2 expr inh = ATXN2 expression inhibition | HEK-293 ATXN2-luciferase reporter, luminescence, 24 h | 360,000 tested, 0.72% active | Potency, µM (highest dose often 57 µM), inactives show top-dose activity change, negative = inhibition, usual class: inhibitors; also: potency is read from the fitted curve at half-maximal effect; % is scaled to controls: 0 for no effect and ±100 for the full control effect; nearly all actives have a fitted effect of over 55% in size
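qHTS (up to 57 uM final) was run with 24 h compound exposure of reporter cells at 37 °C. Each well was multiplexed: SteadyGlo luminescence measured ATXN2-luciferase expression after a fluorogenic Gly-Phe-AFC viability readout (25 uM final).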
Numbers without * were called inactive; i = inactive; ? = inconclusive; / = not tested or not shown; [ ] = dose if it differs, or a comment. Unless noted, calls follow the shape of the dose curve; as a rule, active = well fitted curve in the direction sought with a large enough effect; inconclusive = small, poorly fitted or top-dose-only effect, or another doubt; inactive = no such curve, though single readings can be large; an effect the other way counts as inactive or inconclusive.

cpd | Molecule | KB-3-1 cytotox | SW480 rerep | IL-1B inflam inh | HT1080-NT tox | KB-V1 MDR tox | S2 tox | HT1080 IDH1KD tx | MCF10A rereplic | ATXN2 expr inh
1 | CN(C(=O)c1cccc(NC(=O)Cc2cccc([N+](=O)[O-])c2)c1)C1CCC1 | 5.5% | 3.9% | -28.6 | 4.8% | -4.0% | ? | 1.9% | 8.7% | ?
2 | COc1ccccc1NC(=O)N(CCCN1CCOCC1)Cc1cc2cc3c(cc2[nH]c1=O)OCO3 | -1.9% | 0.2% | -17.5 | 11.7% | 12.5% | i | 0.0% | -5.1% | 1.8%
3 | COc1ccc(-c2nc(CS(=O)(=O)CC(=O)NCc3ccccc3OC)c(C)o2)cc1 | 1.5% | -3.4% | -8.0 | -3.9% | -4.5% | i | -0.6% | -0.6% | -6.8%
4 | CCc1ccc(S(=O)(=O)c2cn(CC(=O)Nc3ccc(C)cc3)c3ccccc3c2=O)cc1 | -1.8% | / | / | / | ? | ? | / | / | -1.5%
5 | COc1cccc(OCc2nc3ccccc3[nH]2)c1 | ? | -15.0% | -15.3 | -16.1% | -10.6% | i | -20.2% | -4.5% | 72.0%[activator]
6 | O=C(NCc1cccs1)c1csc2ccccc12 | -1.0% | -18.1% | -4.9 | -1.6% | -0.5% | i | -4.5% | -0.5% | 14.9%
7 | O=C1CC(=O)CC(c2ccco2)C1 | -23.1% | -0.3% | 14.4 | -1.8% | 13.6% | i | -1.9% | 14.3% | 7.6%
8 | O=C(N/N=C/c1ccccc1O)c1cc[n+]([O-])cc1 | 3.5% | 25.9µM* | 42.3 | -18.2% | -13.6% | i | ? | ? | -11.5%
9 | O=C(c1cc([N+](=O)[O-])ccc1N1CCOCC1)N1CCCCC1 | ? | -5.2% | 8.9 | 10.8% | -26.0% | i | 10.3% | 3.1% | -7.0%
10 | CC(=O)c1cccc(CN2CCN(CC(C)C)C(CCO)C2)c1 (centres undefined) | -9.3% | 6.1% | 0.9 | 2.2% | -5.2% | i | -0.5% | ? | -4.9%
11 | O=C(CCCN1C(=O)c2ccccc2C1=O)Nc1ccc(S(=O)(=O)N2CCCCC2)cc1 | -3.4% | -7.3% | 0.0 | -1.7%[9.24 µM] | -6.9% | i | -0.2% | -2.5% | 1.6%
12 | COc1cc(/C=C/C(=O)OCC(=O)NCc2ccc(F)cc2)ccc1O | ? | 8.2µM* | 66.7 | ? | 16.4µM* | i | ? | 14.6µM* | -9.0%
13 | CC(=O)N1CCN(CCN=CC2=C(O)CC(c3cccs3)CC2=O)CC1 (centres undefined) | 9.7% | 0.8% | 19.5 | 0.4% | ? | i | -2.3% | 1.3% | -6.0%
14 | O=C(Nc1ccccc1-c1ccccc1NC(=O)c1ccco1)c1ccco1 | -20.1% | 10.4% | 36.7 | -7.0% | -29.0% | i | -2.3% | 18.1% | 1.4%
15 | CN(CCCN1CCOCC1)C(=O)c1cc(COc2cccc(C(F)(F)F)c2)on1 | -6.1% | ? | 0.0 | -3.5% | 2.6% | i | -10.7% | 14.6% | -19.2%
16 | O=C(COC(=O)Cn1cnc2ccccc21)NCCCc1ccccc1 | 3.8% | -14.2% | 10.3 | 12.9% | ? | i | 16.6% | 13.3% | 3.9%

Looked up above:
Under HT1080-NT tox, compound 2 shows 11.7%
Under KB-V1 MDR tox, compound 12 shows 16.4µM*

Continuation:
cpd | Molecule | KB-3-1 cytotox | SW480 rerep | IL-1B inflam inh | HT1080-NT tox | KB-V1 MDR tox | S2 tox | HT1080 IDH1KD tx | MCF10A rereplic | ATXN2 expr inh
17 | COc1ccc(-c2ccc(S(=O)(=O)N3CCCC3)cc2)cc1 | -18.6% | 5.3% | -1.9 | -3.3% | 0.0% | i | 0.1% | 1.5% | -24.3%
18 | Cc1cc(C)n(CC(=O)NCCC2=CCCCC2)n1 | 1.4% | -5.4% | 27.5 | 15.9% | 14.7% | ? | 3.4% | 4.8% | 3.9%
19 | O=C(O)C1=C2C(=O)Nc3cccc(c32)C2(C1)C(=O)Nc1ccccc12 (centres undefined) | 3.7% | / | 27.9 | -0.8% | 10.6% | ? | 2.8% | / | /
20 | Cc1[nH]c2ccccc2c1/C=C(\C#N)C(=O)NCC1CCCO1 (centres undefined) | 3.0% | -35.6%[inhibitor] | ? | 0.2% | ? | ? | -1.1% | 27.6% | /
21 | COc1cccc(NC(=O)Cn2c(CCC(=O)O)ccc2-c2ccc(C)cc2)c1 | 0.2% | 20.7% | -4.1 | 0.8% | 20.0% | i | -2.0% | 1.7% | /
22 | CC(Oc1cc(Cl)ccc1Cl)C(=O)N/N=C\c1ccnn1C (centres undefined) | -0.6% | -7.3% | 0.0 | 6.7% | 18.4µM* | i | 11.1% | 13.5% | 8.8%
23 | COc1ccc(OC)c(-c2nn(-c3ccccc3)cc2C(=O)NC2(C)CCS(=O)(=O)C2)c1 (centres undefined) | -1.1% | / | 0.1 | 2.0% | 17.7% | i | -0.1% | / | /
24 | CCOc1ccc(NC(=O)Cc2csc(COc3cccc(C)c3)n2)cc1 | -1.4% | / | / | / | 3.2% | i | / | / | 0.0%
25 | COc1ccccc1N(CC(=O)NCc1ccc(F)cc1)C(=O)CCC(=O)Nc1ccccn1 | 8.3% | 13.9% | -14.8 | 10.6% | -3.5% | i | -2.5% | 3.9% | -11.2%
26 | O=C(CSc1nnc(-c2ccccc2)o1)NC1CC1 | -0.4% | ? | -5.9 | 2.7% | 20.1% | i | 13.7% | -3.6% | -1.9%
27 | C=C(C)C(=O)Nc1cccc(C2=NOC3(C2)C[C@@H](C(N)=O)N(C(=O)CC(c2ccccc2)c2ccccc2)C3)c1 (some centres undefined) | 18.1% | 7.9%[9.22 µM] | -22.1 | -11.9% | ? | i | -0.9% | -6.2% | 4.5%
28 | Cn1c(COc2ccc(Cl)cc2)nc2ccccc2c1=O | 2.3% | 2.1% | 36.5 | ? | ? | i | 4.1%[9.24 µM] | 6.9% | 36.8%[activator]
29 | CCC(C)(C)NC(=O)CN(C(=O)CCC(=O)Nc1cc(C)ccn1)c1ccc2c(c1)OCO2 | 10.3% | 0.2% | -22.1 | 4.2% | 0.2% | i | 8.1% | ? | -12.7%
30 | CN(CCCNC(=O)c1ccc(/C=N/O)nc1)CCCN(C)Cc1ccccc1 | ? | -1.2% | -11.6 | -14.0% | ? | ? | -7.2% | -3.0% | ?
31 | COc1cc(C=NNC(=O)Cn2nc(C)cc2C)ccc1OC(=O)C1CC1 | 7.2% | ? | 15.1 | 0.8% | 0.0% | i | 3.1% | 13.5% | 6.2%
32 | Cc1ccc(Sc2c(C)nn(C(=O)c3ccc(Br)cc3)c2C)cc1 | -4.1% | / | / | / | 6.7% | i | / | / | 13.2%
33 | COc1ccc(-c2nn(Cc3ccccc3)cc2C(=O)N2CCN(c3ncccn3)CC2)cc1 | 12.9% | -8.8% | -13.9 | 11.1% | 14.6% | i | 2.7% | 1.2% | /
34 | Cc1cccc(NC(=O)C(=O)NCC2CCCN2S(=O)(=O)c2ccccc2)c1 (centres undefined) | -2.9% | -5.0% | 6.2 | 1.2% | -7.9% | ? | -2.8% | 21.3% | 12.4%
35 | COc1ccc(CC(=O)OC(C)C(=O)NC2CCCCC2C)cc1 (centres undefined) | 12.3% | -102.3%[inhibitor] | 7.2 | 17.4% | 19.5% | i | 12.0% | -5.0% | 3.8%
36 | Cc1ccc(S(=O)(=O)N2CCN(C(=O)COC(=O)COc3cccc(C(F)(F)F)c3)CC2)c(C)c1 | 2.4% | ? | 20.8 | 2.3% | -0.9% | i | -0.3% | -2.9% | /
37 | COc1ccc(CCNc2cc(C)nc3c(-c4ccccc4OC)cnn23)cc1OC | -0.6% | 27.1% | -3.9 | -2.6% | -10.4% | i | -22.8% | -5.2% | -18.5%
38 | CC1(C(=O)NCc2cccc(C(F)(F)F)c2)CCN1Cc1ccc(-c2ccccc2)o1 (centres undefined) | 8.6% | / | -18.9 | ? | ? | i | ? | / | ?
39 | O=C(O)C1CCN(S(=O)(=O)c2ccc(Oc3ccccc3)cc2)CC1 | 8.6% | 1.8% | 3.4 | 6.2% | 7.0% | ? | 14.9% | -0.1% | -38.9%
40 | Cc1ccc(CONC(=O)c2ccc(OC(F)F)cc2)cc1 | 4.5% | -12.3% | -16.8 | 11.7% | 0.0% | i | 11.6% | -1.0% | 21.8%
41 | CSc1nc(SCCN(C)C)c2c3c(sc2n1)COC(C)(C)C3 | -25.0% | -41.5%[inhibitor] | -60.9* | -23.7% | ? | i | ? | 8.7% | -14.7%
42 | Cc1ccc(-n2ncc3c2CC(C)(C)CC3NC(=O)c2ccc[n+]([O-])c2)cc1 (centres undefined) | 1.5% | -42.9%[inhibitor] | i | -1.7% | -20.1% | i | 0.3% | 2.0% | 6.7%
43 | CC1CC(C)CN(C(=O)CNS(=O)(=O)c2cccs2)C1 (centres undefined) | -8.9% | -1.7% | -6.3 | -2.0% | ? | i | 16.9% | 3.4% | 2.8%
44 | CCOc1ccc2c(c1)-c1c(ssc1=S)C(C)(C)N2C(=O)c1ccco1 | ? | 16.4µM* | -11.7 | 4.61µM* | ? | ? | 5.17µM* | 4.11µM* | -28.3%
45 | Cc1cc(N2CCN(c3cccc(C)c3C)CC2)n2nc(C)c(-c3ccc(Cl)cc3)c2n1 | 4.5% | / | / | / | ? | i | / | / | 1.8%

3 entries from above, ordered by their value in IL-1B inflam inh, descending:
cpd	molecule	SW480 rerep	IL-1B inflam inh
43	CC1CC(C)CN(C(=O)CNS(=O)(=O)c2cccs2)C1 (centres undefined)	-1.7%	-6.3
44	CCOc1ccc2c(c1)-c1c(ssc1=S)C(C)(C)N2C(=O)c1ccco1	16.4µM*	-11.7
41	CSc1nc(SCCN(C)C)c2c3c(sc2n1)COC(C)(C)C3	-41.5%[inhibitor]	-60.9*

Source: PubChem BioAssay
